Compound activity as filed in PubChem.
pAkt inh: blocks phosphorylation of Akt; Neuro2A IGF-stimulated pAkt S473 HTRF, 20 min; active compounds read low; activity change, % for hits at 50 µM; 360,000 compounds, 0.32% hits; in the data active = activity change below about -80%; inconclusive = mostly about -51% to -80%; also: % is scaled to controls: 0 for no effect and ±100 for the full control effect
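Neuro2A cells (4,500/well, DMEM with 0.5% FBS) were treated with compound at a single 50 µM final concentration, stimulated with 6 nM IGF for 20 min at 37 °C, and lysed. Phospho-Akt Ser473 was read by HTRF as 665/615 ratio ×10^4.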
GLP-1R inv ag: acts as inverse agonist at human GLP-1 receptor; P43220; Potency, µM (doses to about 38.3 µM), inactives show at the highest dose activity change, negative = inhibition, actives largely listed as inhibitors; 410,000 compounds, 1.6% hits; HEK293 GLP-1R CRE-luciferase, luminescence, 24 h; GLP-1R form is constitutively active; also: potency is read from the fitted curve at half-maximal effect; % is scaled to controls: 0 for no effect and ±100 for the full control effect; nearly all actives have a fitted effect of over 55% in size
Target sequence (P43220 whole entry, looked up): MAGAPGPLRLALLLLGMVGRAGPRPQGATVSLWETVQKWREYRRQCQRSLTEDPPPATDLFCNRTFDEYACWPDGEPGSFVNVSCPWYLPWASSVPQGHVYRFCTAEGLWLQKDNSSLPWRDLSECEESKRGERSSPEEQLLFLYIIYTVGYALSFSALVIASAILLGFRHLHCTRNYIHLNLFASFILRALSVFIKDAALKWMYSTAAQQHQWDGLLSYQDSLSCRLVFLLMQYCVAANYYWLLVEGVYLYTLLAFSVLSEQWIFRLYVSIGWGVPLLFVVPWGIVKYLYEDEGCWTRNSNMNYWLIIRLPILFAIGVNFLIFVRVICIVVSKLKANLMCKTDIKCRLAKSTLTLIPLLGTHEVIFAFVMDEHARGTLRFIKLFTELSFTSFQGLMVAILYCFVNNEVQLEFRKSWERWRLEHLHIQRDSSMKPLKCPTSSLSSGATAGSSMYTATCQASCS
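Using stably transfected HEK293 (constitutively active GLP-1R, cAMP-luciferase reporter), compounds were incubated 24 hr and luciferase measured by luminescence.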
FUS suppressor: suppressors of FUS proteinopathy in yeast | S. cerevisiae FUS-expressing, growth rescue, OD600, 24 h | AID 1347120 | Potency, µM (series often up to 76.6 µM), for the others: at the highest dose growth rescue (activation), usual class: activators | 390,000 compounds, 0.24% hits;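 also: potency is read from the fitted curve at half-maximal effect; plate controls were DMSO vehicle for no effect and reference control for full effect; nearly all actives have a fitted effect of over 55% in size; some results filed as inactive show a strong effect at the top dose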
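Toxicity suppression screen in FUS-yeast. Cells induced with 2% galactose, starting OD 0.005, treated 24hr at 30C with compounds at multiple final concentrations; growth by OD600.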
PTHR1 agonist: PTHR1 (human) receptor agonism; HEK293 GP2 PTHR1 cells, GloSensor cAMP luminescence, 1 h; AID 743266; Q03431; 410,000 compounds, 0.075% hits; Potency, µM (series often up to 115 µM), for inactives: at the top dose activation, actives largely listed as activators; also: potency is read from the fitted curve at half-maximal effect; nearly all actives have a fitted effect of over 55% in size; some results filed as inactive show a strong effect at the top dose; inactives centre near -15; many of its hits are not listed in these tables
Target sequence (Q03431 whole entry, looked up): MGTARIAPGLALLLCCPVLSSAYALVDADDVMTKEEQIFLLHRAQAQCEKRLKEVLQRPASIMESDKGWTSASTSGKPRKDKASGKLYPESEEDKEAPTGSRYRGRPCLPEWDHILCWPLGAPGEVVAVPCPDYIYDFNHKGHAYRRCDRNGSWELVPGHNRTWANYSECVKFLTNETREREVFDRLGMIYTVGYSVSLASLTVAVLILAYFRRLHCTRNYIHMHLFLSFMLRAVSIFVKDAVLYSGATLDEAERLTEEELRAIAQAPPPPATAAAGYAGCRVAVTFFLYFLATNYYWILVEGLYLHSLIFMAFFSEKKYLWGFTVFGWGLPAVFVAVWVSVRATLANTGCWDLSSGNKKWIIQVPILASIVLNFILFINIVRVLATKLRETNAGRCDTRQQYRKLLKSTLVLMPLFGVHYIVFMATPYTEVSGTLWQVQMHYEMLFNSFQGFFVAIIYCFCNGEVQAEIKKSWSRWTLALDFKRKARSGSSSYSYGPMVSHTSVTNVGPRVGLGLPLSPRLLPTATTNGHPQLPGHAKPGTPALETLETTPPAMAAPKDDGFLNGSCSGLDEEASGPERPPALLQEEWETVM
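HEK-293-derived GP2 cells expressing PTHR1 and a GloSensor cAMP reporter, 3,000/well, plated overnight, given luciferin plus IBMX (each 0.5 mM as added) for 1 h at 37 °C, then compound for 1 h at 37 °C. Luminescence was read after 15 min at room temperature.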
HEK293 tox: cytotoxicity in counter-screen for GLP-1R inverse agonists; HEK293 cAMP-luciferase reporter cells, luminescence, 24 h; Potency, µM (top dose mostly 38.3 µM), without a hit: at the highest dose activity change, negative = inhibition, actives largely listed as inhibitors; 410,000 compounds, 0.13% hits; AID 624418;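 also: loss of luciferase light is scored as toxicity; potency is read from the fitted curve at half-maximal effect; % is scaled to controls: 0 for no effect and ±100 for the full control effect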
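Cells in DMEM/10% Nu serum/1% pen-strep, 1536-well format. Pre-incubated 12 h, dosed with 23 nL compound, incubated a further 24 h. Luciferase detection, 12 min at room temp, luminescence.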
aSyn rescue: inhibitors of alpha-synuclein toxicity in yeast | 370,000 compounds, 0.14% hits | Yeast expressing alpha-synuclein, growth rescue, BacTiter-Glo, 24 h | Potency, µM (doses to about 46.1 µM), without a hit: top-dose growth rescue (activation), most hits filed as activators; also: potency is read from the fitted curve at half-maximal effect; % of control where 0% means no effect; nearly all actives have a fitted effect of over 65% in size
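Galactose-induced alpha-syn yeast (OD600=0.02, raffinose-pregrown) + pinned cpd, 24 hr, 30 deg C; growth by BacTiter-Glo luminescence. Growth restoration scores as activation.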
Mm-Cpn inhibitor: inhibitors of Methanococcus maripaludis chaperonin (MmCpn); purified Mm-Cpn ATPase, ADP Transcreener TR-FRET; AID 504842; 330,000 compounds, 0.031% hits; Potency, µM (series often up to 76.9 µM), for inactives: top-dose activity, negative = inhibition, usual class: inhibitors; also: potency is read from the fitted curve at half-maximal effect; % is scaled to controls: 0 for no effect and ±100 for the full control effect; nearly all actives have a fitted effect of over 80% in size
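ATPase read-out: TR-FRET ADP immunoassay (anti-ADP Eu cryptate vs ADP-d2), ex 320 nm, em 590/665 nm; signal drops as ADP forms. Enzyme 25 nM, ATP 10 uM, 30 min at 37°C after 10 min compound preincubation.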
TDP43 rescue: TDP-43 toxicity inhibition in yeast | TDP-43 expressing yeast growth rescue, BacTiter-Glo, 24 h | Potency, µM (highest dose often 46.1 µM), inactives show at the top dose growth rescue (activation), actives largely listed as activators | 410,000 compounds, 1.8% hits; also: potency is read from the fitted curve at half-maximal effect; % of control where 0% means no effect; nearly all actives have a fitted effect of over 50% in size
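Yeast expressing TDP-43 (pregrown in raffinose, seeded at OD600=0.02 in galactose medium) exposed to compounds 24 hr at 30 deg C. Growth read by BacTiter-Glo luminescence; rescue of toxicity appears as increased signal.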
Abeta yeast res: A-beta toxicity reversal in yeast | yeast expressing A-beta42, growth rescue, OD600, 48 h; response scale: 0% DMSO, 100% iron-clioquinol control | Potency, µM (titrated, usually from 46.1 µM), without a hit: at the top dose growth rescue, most hits filed as activators | 410,000 compounds, 0.063% hits | AID 1347071; also: potency is read from the fitted curve at half-maximal effect; nearly all actives have a fitted effect of over 55% in size
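Yeast A-beta toxicity model in growth medium with pinned compounds, 48 h at 30 C; growth read as absorbance at 600 nm. Normalized to FeCl3/clioquinol equimolar mix (positive) and DMSO (negative).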
* marks the source's active call; other numbers are inactive results; i = inactive; ? = inconclusive; nt = no result given; & = joins results of further samples; [ ] = dose if it differs, or a comment. Unless noted, calls follow the shape of the dose curve; as a rule, active = well fitted curve in the direction sought with a large enough effect; inconclusive = small, poorly fitted or top-dose-only effect, or another doubt; inactive = no such curve, though single readings can be large; an effect the other way counts as inactive or inconclusive.

SMILES	pAkt inh	GLP-1R inv ag	FUS suppressor	PTHR1 agonist	HEK293 tox	aSyn rescue	Mm-Cpn inhibitor	TDP43 rescue	Abeta yeast res
CC(C)C(NC(=O)C1CCCCC1)C(=O)Nc1ccccn1 (configuration not stated)	i	-24%	-22%	-1%[57.5 µM]	-14%	-18%	0%	7%	-12%
Cn1cccc1CC(=O)N/N=C\c1ccccc1	i	-15%	64%	?	1%	-1%	-2%	-1%	-9%
Cn1cnnc1SCC(C)(C)NS(=O)(=O)c1ccc(Cl)cc1	i	-1%	11%	-11%	-1%	3%	0%	-25%	-6%
CN(C)S(=O)(=O)c1ccc(Cl)c(C(=O)NC2=NCCS2)c1	i	-1%	5%	-14%	-1%	3%	0%	3%	4%
Cc1cc(F)ccc1-c1cc(C(=O)NCc2ccc(C(F)(F)F)cc2)[nH]n1	i	?	-4%	i	-6%	2%	nt	?	-9%
CC(=O)NC(c1cccc(F)c1)c1nc(-c2ccc(C)c(C)c2)cs1 (configuration not stated)	nt	?	?	-11%	2%	?	nt	?	3%
CCCn1cc(S(=O)(=O)c2ccc(C)c(C)c2)c(=O)c2cc(F)c(N3CCC(C)CC3)cc21	nt	3%	-24%	-12%	0%	nt	nt	0%	-7%
C/C(=N\Nc1ccc(Cl)cc1)c1ccccn1	i	-25%	41%	-26%	-17%	18%	0%	4%	-46%[inhibitor]
O=C(CCCCn1c(=O)[nH]c2ccccc2c1=O)NCCc1c[nH]c2ccccc12	i	-6%	-7%	4%	8%	-1%	1%	0%	-6%
Cc1noc(C)c1NC(=O)N(C)C[C@@H]1Oc2cc(Br)ccc2S(=O)(=O)N([C@H](C)CO)C[C@@H]1C	i	-10%	-15%	-22%	2%	3%	nt	18%	2%
COc1ccccc1CNS(=O)(=O)c1cc(CN2C(=O)c3cccnc3C2=O)ccc1OC	nt	12%	-1%	i	8%	-23%	0%	9%	1%
CCOC(=O)CNC(=O)CSc1nnc(NC(=O)c2ccccc2Cl)s1	i	-23%	7%	i	-4%	0%	3%	-7%[9.22 µM]	-6%
Cc1ccc(NC(=O)CN2C(=O)NC3(CCCCCC3)C2=O)cc1Cl	i	?	nt	-13%	?	3%	2%	0%	0%
CCCCn1c(N)c(N(CC)C(=O)CSc2nnnn2-c2cc(C)ccc2C)c(=O)[nH]c1=O	i	1%	-6%	-50%[inhibitor]	9%	0%	-4%	5%	-5%
CCCCC1(C)NC(=S)N2N1C(=S)NC2(C)CCCC (configuration not stated)	i	18%	35%	-16%	29%	0%	-4%	-23%	-27%
CCOC(=O)Nc1sc(C)c(C)c1C(N)=O	i	-7%	nt	i	-2%	0%	-2%	6%	5%
CCOc1ccc(NC(=O)c2sc3nc(C)nc(N4CCOCC4)c3c2C)cc1	i	?	20%	-14%	-13%	1%	-2%	?	-1%
CCn1c(C(=O)Nc2ccsc2C(=O)OC)cc2sc(Cl)cc21	i	-6%	-21%	-5%	3%	-4%	-3%	4%	-11%
CC(C)(C)c1ccc(C(=O)N2CCC(C(=O)NC3CCCCCC3)CC2)cc1	i	?	?	-10%	-1%	8%	-8%	12%	32%
CCCc1cc(C(=O)OC)c(NC(=O)OCC)s1	i	-8%	16%	-40%[inhibitor]	5%	-1%	0%	-23%	-12%
CCCCC(=O)NNC(=S)NC(=O)C(c1ccccc1)c1ccccc1	i	-9%	26%	-29%	15%	9%	1%	?	-11%
COc1ccccc1NC(=O)c1ccc(-n2cccn2)c([N+](=O)[O-])c1	i	15%	6%	-22%	-6%	1%	1%	14%	20%
Cc1ccc(NC(=O)CCCn2nc(C)c3sc4ccccc4c3c2=O)c(Cl)c1	nt	0%	16%	25%	-1%	nt	nt	13%	1%
C[C@@H]1CN([C@H](C)CO)C(=O)CCCn2cc(nn2)CO[C@H]1CN(C)S(C)(=O)=O	i	2%	-21%	-24%	1%	2%	nt	2%	-9%

Five compounds already listed, arranged by heavy-atom count, ascending:
SMILES	pAkt inh	GLP-1R inv ag	FUS suppressor	PTHR1 agonist	HEK293 tox	aSyn rescue	Mm-Cpn inhibitor	TDP43 rescue	Abeta yeast res
CCCc1cc(C(=O)OC)c(NC(=O)OCC)s1	i	-8%	16%	-40%[inhibitor]	5%	-1%	0%	-23%	-12%
Cc1ccc(NC(=O)CN2C(=O)NC3(CCCCCC3)C2=O)cc1Cl	i	?	nt	-13%	?	3%	2%	0%	0%
CCCCC(=O)NNC(=S)NC(=O)C(c1ccccc1)c1ccccc1	i	-9%	26%	-29%	15%	9%	1%	?	-11%
CC(C)(C)c1ccc(C(=O)N2CCC(C(=O)NC3CCCCCC3)CC2)cc1	i	?	?	-10%	-1%	8%	-8%	12%	32%
CCOc1ccc(NC(=O)c2sc3nc(C)nc(N4CCOCC4)c3c2C)cc1	i	?	20%	-14%	-13%	1%	-2%	?	-1%

(continued)
SMILES	pAkt inh	GLP-1R inv ag	FUS suppressor	PTHR1 agonist	HEK293 tox	aSyn rescue	Mm-Cpn inhibitor	TDP43 rescue	Abeta yeast res
COc1ccc(OCCSc2nc(C)c(Cc3ccccc3)c(=O)[nH]2)cc1	i	20%&10%	-36%&-11%	-5%&-9%	-4%&-11%	-5%	-2%	4%	-2%&5%
NC(=O)CSc1nnc(CNc2cccc(Cl)c2)n1CCc1ccccc1	i	0%	30%	-43%[inhibitor]	-11%	-1%	-1%	4%	2%
O=C(COc1ccc2c(-c3ccccc3)cc(=O)oc2c1)NCCCn1ccnc1	i	?	-15%	-26%	0%	0%	?	-2%	-22%
COc1ccc(NC(=O)CSc2cc(C(=O)c3nccn3C)c3ccccc3n2)cc1	i	-9%	18%	-20%	6%	5%	-1%	7%	7%
COc1ccc(NC(=O)CN2CCCC2)cc1	i	-9%	-4%	-16%	1%	-1%	0%	14%	13%
CCOC(=O)c1sc2nc3n(c(=O)c2c1C)CCC3	i	41%[activator]	-5%	-25%	-4%	2%	-1%	-3%[0.397 µM]	8%
O=C(O)CN1C(=O)CC(Cc2ccccc2)C1=O (configuration not stated)	i	-3%	-5%	-16%[57.5 µM]	1%	-3%	-2%	-10%	1%
N#Cc1ccccc1Sc1ccccc1C(=O)OCc1nnc(-c2ccccc2)o1	i	?	?	-7%[57.5 µM]	74%[activator]	10%	-8%	?	-7%
CCCn1cnc2c(sc3nc4c(cc32)CSC(C)(C)C4)c1=O	i	-6%	-9%	-2%[57.5 µM]	0%	10%	-1%	-17%	-4%
Cc1ccc(S(=O)(=O)c2c(Nc3cc(C)ccc3C)sc(C(=O)c3ccc4c(c3)OCO4)c2N)cc1	nt	?	6%	-25%	-10%	nt	nt	23%	1%
O=C(N/N=C/c1cccnc1)c1ccc(NC(=O)c2ccc(Cl)cc2)cc1	i	-9%	24%	-29%	-16%	2%	2%	8%	0%
CCCSc1nnc(NC(=O)Nc2ccc(C)cc2)s1	i	12%	0%	-33%[inhibitor]	-17%	2%	-3%	-5%[1.82 µM]	-12%
N#Cc1cnn(CC2CCCCC2)c1N	i	0%	-8%	i	7%	0%	0%	0%	-12%
O=C(COC(=O)c1ccccc1Br)NCC1CCCCC1	i	?	29%	-62%[inhibitor]	3%	-5%	1%	23%	-17%
O=C(Nc1ccc2c(c1)CCC2)c1cnccn1	i	12%	15%	-21%	4%	1%	1%	7%	-5%
O=C(CNC(=O)C1CCCCC1)Nc1ccccc1Cl	i	3%	nt	i	-22%	2%	0%	-20%	-13%
O=C1NC(=O)C(c2ccccc2)(c2ccccn2)N1 (configuration not stated)	i	4%	-3%	i	-3%	3%	nt	-6%	-26%
COc1ccc(-n2ccnc2SCC(=O)NCc2ccco2)c(OC)c1	i	3%[7.66 µM]	13%	i	3%[7.66 µM]	2%	-4%	3%	13%
CCn1c(Cn2nnc(-c3ccccc3)n2)nnc1SCC(=O)Nc1cccc(C(C)=O)c1	i	-4%	15%	-13%[57.5 µM]	?	4%	2%	-9%	9%
CCN(C(=O)COC(=O)c1ccccc1Nc1ccccc1)c1c(N)n(Cc2ccccc2)c(=O)[nH]c1=O	i	?	?	i	-23%	4%	nt	6%	2%
CCNC(=S)Nc1ccc2cn[nH]c2c1	i	0%	15%	-10%	-4%	0%	1%	5%	-11%
Cc1ccc(S(=O)(=O)N2CCN(CC(=O)N/N=C/c3cc([N+](=O)[O-])ccc3Cl)CC2)cc1	i	-29%	29%	i	-14%	-1%	2%	1%	-6%
CC1c2cc3c(cc2CCN1C(=O)c1cccc(Cl)c1)OCCCO3 (configuration not stated)	nt	?	12%	-6%	19%	0%	-9%	13µM*	-62%[inhibitor]
CC1CC(C)CN(C(=O)C(C)N2CCN(S(=O)(=O)c3cccs3)CC2)C1 (configuration not stated)	i	-18%	3%	i	4%	0%	0%	10%	-2%
CCCCCc1ccc(-c2cn(CC3CCCCC3)nn2)cc1	i	-8%	-7%	i	?	7%	-13%	23%	1%
O=C(CC1C(=O)NCCN1Cc1ccoc1)NCCc1ccc(Cl)cc1 (configuration not stated)	i	-18%	5%	?	-4%	-2%	0%	-5%	-9%

A portion of the library; rates above refer to the full screens.
